Fam108B inh = mouse Fam108B serine hydrolase inhibitors, primary screen, counter-screen for RBBP9 inhibitor project, biochemical, fluorescence polarization. recombinant Fam108B, FP-Rh probe fluorescence polarization. inhibition, % at 9.51 µM. 300,000 tested, 0.33% active. AID 1947, 2009;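 active = inhibition above the screen mean inhibition plus 3 SD, computed separately per campaign, cut at about 18% in these data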;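 also: inhibitors lower polarization as less probe binds the enzyme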
Bcl-xL primary = inhibitors of human Bcl-xL, primary screen, biochemical, fluorescence polarization, HTS; Bcl-2-like protein 1 (Homo sapiens), Q07817; GST-Bcl-xL / FITC-Bim BH3 peptide fluorescence polarization; inhibition, % at 10.9 µM; 320,000 tested, 0.7% active;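 active = inhibition above the mean of all tested compounds plus 3 SD, cutoff set per campaign, cut at about 30% in these data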;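 also: 0% = DMSO wells and 100% = unlabeled Bim-BH3 peptide competitor; inhibitors lower millipolarization by displacing the labeled peptide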
AHR activator = AHR activators, primary screen, cell-based, luminescence, luciferase reporter, human; 320,000 tested, 2.5% active; activation, % at 5 µM; Aryl hydrocarbon receptor (Homo sapiens), P35869; AHR-responsive luciferase reporter cells; AID 2796, 2010; in the data active = activation above about 47%;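 also: 0% = vehicle wells and 100% = reference agonist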
Target sequence (P35869 whole entry, looked up): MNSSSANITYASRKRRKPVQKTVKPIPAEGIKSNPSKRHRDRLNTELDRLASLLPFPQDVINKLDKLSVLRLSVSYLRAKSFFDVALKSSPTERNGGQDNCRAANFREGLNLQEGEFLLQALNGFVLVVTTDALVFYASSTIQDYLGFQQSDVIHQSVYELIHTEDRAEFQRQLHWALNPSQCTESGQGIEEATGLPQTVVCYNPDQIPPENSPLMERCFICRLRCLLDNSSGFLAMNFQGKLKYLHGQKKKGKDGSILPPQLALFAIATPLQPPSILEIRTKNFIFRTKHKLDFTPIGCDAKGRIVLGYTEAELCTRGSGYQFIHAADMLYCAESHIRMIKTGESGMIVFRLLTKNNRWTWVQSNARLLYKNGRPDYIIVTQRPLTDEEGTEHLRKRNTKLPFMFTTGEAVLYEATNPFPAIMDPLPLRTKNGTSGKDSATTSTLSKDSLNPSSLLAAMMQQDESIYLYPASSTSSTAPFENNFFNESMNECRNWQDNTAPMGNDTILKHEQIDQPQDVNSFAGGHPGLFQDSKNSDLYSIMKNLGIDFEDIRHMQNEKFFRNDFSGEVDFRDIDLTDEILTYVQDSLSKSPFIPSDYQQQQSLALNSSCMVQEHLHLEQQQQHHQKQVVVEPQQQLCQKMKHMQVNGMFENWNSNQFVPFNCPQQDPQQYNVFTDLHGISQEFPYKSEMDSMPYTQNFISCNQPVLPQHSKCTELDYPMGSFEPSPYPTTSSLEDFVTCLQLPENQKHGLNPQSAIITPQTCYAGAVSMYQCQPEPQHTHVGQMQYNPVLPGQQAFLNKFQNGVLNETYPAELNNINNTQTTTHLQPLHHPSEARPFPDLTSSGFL
PME-1 primary = PME-1 inhibitors via competitive probe labeling, primary screen, biochemical, fluorescence polarization, FP-Rh probe, HTS; Protein phosphatase methylesterase 1 (Homo sapiens), Q9Y570; recombinant PME-1; inhibition, % at 5.9 µM; 320,000 tested, 0.53% active;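 active = inhibition above the campaign mean of all compounds plus 3 SD, cut at about 26% in these data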;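 also: competitive labeling of PME-1 active site by serine hydrolase directed probe; 0% = PME-1 with DMSO and 100% = wells lacking PME-1 enzyme; inhibitors block probe labeling so polarization falls and inhibition rises; many of its hits are not listed in these tables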
pPAFAH FP inh = pPAFAH enzyme inhibitors, primary screen, biochemical, fluorescence polarization, human | Platelet-activating factor acetylhydrolase (Homo sapiens), Q13093 | recombinant pPAFAH, FP-rhodamine probe fluorescence polarization | inhibition, % at 3.39 µM | 330,000 tested, 1.5% active;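 active = inhibition above the mean inhibition across the screen plus 3 SD, cut at about 25% in these data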;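 also: inhibitors block binding of the rhodamine activity-based probe so polarization drops; 0% = enzyme with DMSO and 100% = wells lacking pPAFAH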
MEX-5 binding = MEX-5 zinc finger RNA-binding disruptors – biochemical, C. elegans, fluorescence polarization, MLPCN library, primary screen | activity score (negative = inhibition of binding), % at 10 µM | MEX-5/FITC-TCR2 RNA binding; stronger effect = lower value | 300,000 tested, 0.38% active | AID 1832, 2009;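 active = inhibition past about -25% in most replicates, and total fluorescence under double the plate's negative control median, limit read from the data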;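 also: 0% = DMSO and -100% = 5 µM competing unlabeled TCR2 RNA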
GLD-1 RNA inh = GLD-1/TGE RNA complex disruptors, primary screen, biochemical, fluorescence polarization. 320,000 tested, 0.44% active. AID 2280, 2010. inhibition, % at 5.96 µM. purified GLD-1 + fluorescein TGE RNA. Female germline-specific tumor suppressor gld-1 (Caenorhabditis elegans), Q17339;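 active = percent inhibition above a per-plate cutoff, the plate mean of test compounds plus 3 SD, cut at about 30% in these data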;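 also: 0% = DMSO wells with GLD-1 and probe and 100% = wells lacking GLD-1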
MCL1-BIM inh = inhibitors of MCL1 binding to BIM-BH3, primary screen, biochemical, fluorescence polarization | Induced myeloid leukemia cell differentiation protein Mcl-1 (Homo sapiens), Q07820 | GST-MCL1 / FITC-Bim-BH3 fluorescence polarization | inhibition, % at 10.9 µM | 320,000 tested, 0.68% active | AID 2057, 2009;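 active = inhibition above the mean inhibition of all tested compounds plus 3 SD, set per campaign, cut at about 40% in these data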;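 also: 0% = DMSO wells and 100% = unlabeled Bim-BH3 peptide control; higher means more loss of mP so more displacement of Bim peptide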
PAFAH1B2 FP inh = PAFAH1B2 enzyme inhibitors, primary screen, biochemical, fluorescence polarization, human | recombinant PAFAH1B2, FP-rhodamine activity probe | inhibition, % at 3.39 µM | 340,000 tested, 1.2% active;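 active = inhibition above the mean of all tested compounds plus 3 SD, cut at about 24% in these data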;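 also: 0% = enzyme with DMSO and 100% = wells lacking PAFAH1B2; many of its hits are not listed in these tables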
Target sequence (P68402 whole entry, looked up): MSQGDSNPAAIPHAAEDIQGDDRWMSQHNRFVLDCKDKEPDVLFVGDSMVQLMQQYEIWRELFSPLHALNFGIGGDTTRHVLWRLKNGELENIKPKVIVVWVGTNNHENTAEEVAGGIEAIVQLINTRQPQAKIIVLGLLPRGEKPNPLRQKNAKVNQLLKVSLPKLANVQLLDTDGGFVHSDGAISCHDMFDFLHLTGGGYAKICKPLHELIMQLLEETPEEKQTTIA
Numbers without * were called inactive; · = no result given. The list is partial; the hit share may differ from the screen's.

SMILES	Fam108B inh	Bcl-xL primary	AHR activator	PME-1 primary	pPAFAH FP inh	MEX-5 binding	GLD-1 RNA inh	MCL1-BIM inh	PAFAH1B2 FP inh
O=C(NCc1ccccc1Cl)c1ccc(-c2ccccc2)cc1	-1	3	16	-1	4	0.6	1	8	4
CCOc1ccc(N(CC(=O)Nc2ccc(C)c(C)c2)S(=O)(=O)c2c(C)noc2C)cc1	-25	0	20	-22	5	-0.5	-3	2	-1
Cc1occc1C(=O)N=Nc1c(O)[nH]c2ccc(Br)cc12	-1	6	22	7	4	-1.6	2	9	·
CCCCCc1nnc(NC(=O)OCCC)s1	1	9	4	0	0	-0.2	1	13	3
CCOC(=O)CSc1nc(C(C)C)nc2ccccc12	1	4	-1	0	-4	-1.5	6	2	1
CCC(=NCc1ccco1)c1c(C(F)(F)F)[nH]n(-c2nc3ccccc3s2)c1=O	-1	8	3	-2	5	12	11	6	10
Cc1[nH]c2ccccc2c1Cc1n[nH]c(=S)n1C	1	-12	7	1	0	-1.9	-6	-10	1
CCCCCN1CSC(=S)N(Cc2ccccc2)C1	-2	10	0	-6	-3	-3.3	4	15	10
COc1ccc(CC(=O)Nc2ccc(S(=O)(=O)N3CCC(C)CC3)cc2)c(OC)c1	·	-6	0	-5	1	·	6	-3	9
O=C(CSc1nnnn1C1CCCC1)Nc1cccc(NC(=O)c2ccco2)c1	-2	0	1	-2	4	1.8	4	-9	2
Cc1cccc(C)c1NC(=O)CCCSc1nnnn1C	3	3	0	2	-1	-1.7	0	6	-3
Cc1cc(C)n2c(SCC(=O)NC3CCCCC3C)nnc2n1 (stereo not given)	-3	-4	3	-14	-5	-0.7	-1	-5	5
O=Cc1cn(CC(O)Cn2cc(C=O)c3ccccc32)c2ccccc12	-2	7	12	2	4	-0.9	-7	14	-1
CC(C)CCNC(=O)C1CCC(=O)N1C(C)C (stereo not given)	0	4	-4	-2	-1	1.7	7	4	1
COc1cc(NC(=O)C2CCN(S(=O)(=O)c3cccc4nonc34)CC2)cc(OC)c1	-7	2	32	7	-1	2.2	-6	-1	-1
Cc1cc(C(=O)COC(=O)c2ccc(O)cc2)c(C)n1CC(F)(F)F	·	3	17	-4	14	·	8	2	0
CCNC(=S)Nc1scc(-c2ccccc2)c1C(=O)OCC	2	2	13	5	5	-0.7	0	9	6
Cc1ccc(NC(=O)CC(=O)Nc2ccc(C)cc2C)c(C)c1	-6	2	13	-6	8	1.8	4	0	-2
COc1ccc(C2(C)NC(=O)N(CC(=O)c3ccc4c(c3)OCO4)C2=O)cc1 (stereo not given)	3	-1	2	-1	3	2.2	2	-9	3
COc1ccccc1NC(=O)C(CC(C)C)NC(=O)C1CCCCC1 (stereo not given)	2	5	14	4	7	-2.9	6	4	0
NS(=O)(=O)c1ccc(CNC(=O)c2ccc(Cl)c(S(=O)(=O)NCc3ccccc3)c2)cc1	·	3	-1	3	1	·	5	6	6
O=c1c2c([N+](=O)[O-])cc([N+](=O)[O-])cc2sn1Cc1ccccc1	4	16	6	11	9	-2.3	3	28	11
CC(=O)Nc1ccc(S(=O)(=O)Nc2cc(C)c(-n3nc4ccccc4n3)cc2O)cc1	-23	-1	-2	-24	0	-0.6	6	3	8
Cc1nnc(SCC(=O)Nc2sccc2C(N)=O)n1Cc1ccccc1	5	4	-2	0	3	-2.3	-1	3	-6
CC(OC(=O)CNC(=O)C12CC3CC(CC(C3)C1)C2)C(=O)Nc1ccc(S(N)(=O)=O)cc1 (stereo not given)	1	2	-2	2	6	3.4	-2	-3	9
Next part.
SMILES	Fam108B inh	Bcl-xL primary	AHR activator	PME-1 primary	pPAFAH FP inh	MEX-5 binding	GLD-1 RNA inh	MCL1-BIM inh	PAFAH1B2 FP inh
Cc1ccc(C(=O)NNC(=O)c2cccc(S(=O)(=O)N3CCN(c4ccccc4)CC3)c2)cc1	-1	0	0	-2	4	0.6	2	-4	6
Cc1cccc(C(=O)N2CCC(Cc3ccccc3)CC2)c1[N+](=O)[O-]	-2	1	3	-9	-3	-1.4	6	8	4
N#Cc1cnn(-c2ncnc3sc4c(c23)CCCC4)c1N	3	-1	22	0	-3	-0.5	0	-2	-1
CCN(CC(=O)Nc1ccc(NC(C)=O)cc1)S(=O)(=O)/C=C/c1ccccc1	·	·	0	·	2	·	7	·	7
COc1cc(C2NC(=S)NC(c3ccccc3)=C2C(C)=O)cc(Cl)c1OCC(=O)O (stereo not given)	-2	6	0	2	-4	1.2	8	15	5
CC(Oc1ccccc1Cl)c1nnc(N)s1 (stereo not given)	3	-3	-1	1	1	-1.4	4	0	2
C=CCN1C(=O)c2ccccc2NC1c1ccc(Br)s1 (stereo not given)	6	2	2	4	3	0.0	7	4	-1
CCOc1ccc(N(CC(=O)N2CC=C(c3ccccc3)CC2)S(=O)(=O)c2c(C)noc2C)cc1	-2	5	-3	5	6	-2.4	-6	4	-2
CCOCCCNC(=O)c1oc2ccc(S(=O)(=O)N3CCOCC3)cc2c1C	1	6	0	3	16	1.6	3	7	5
COc1ccc(S(=O)(=O)N2CCCCC2)cc1N(C)S(=O)(=O)c1ccccc1	2	2	5	20	-9	0.8	10	0	0
Cc1ccc(S(=O)(=O)NCCN(CCNS(=O)(=O)c2ccc(C)cc2)S(C)(=O)=O)cc1	-4	5	-5	1	0	2.0	-2	2	2
COC(=O)N/N=C(\C)c1ccc(C)c([N+](=O)[O-])c1	8	7	10	-2	3	1.5	8	10	-1
COc1ccccc1NC(=O)CN(Cc1ccco1)C(=O)c1cncc(Br)c1	3	0	8	-3	-7	0.6	-2	-4	2
Cc1nn(C(=O)CCC(=O)NCc2ccccc2Cl)c2ccccc12	0	4	5	-5	4	-2.3	5	4	0
CC(C)(C)c1ccc(/C=C2\SC(=O)N(CCNC(=O)c3cccc(S(=O)(=O)N4CCOCC4)c3)C2=O)cc1	-22	0	0	-21	5	3.1	5	-4	-6
CCOC(=O)C1=C(C)N(CCCC(=O)O)C(=O)NC1c1ccc(Cl)cc1Cl (stereo not given)	-1	8	0	6	6	1.2	1	0	12
C/C(=N\NC(=O)c1nc2ccccn2c1C)c1ccco1	1	-2	17	6	-3	-5.5	0	-1	3
C#CCOc1c(Br)cc(/C=C2/C(=O)ON=C2C)cc1OCC	4	-4	3	-2	9	-1.2	1	-1	6
COc1cc(/C=N\n2cnnc2)ccc1OCC(=O)Nc1ccc(C)cc1	1	2	18	-4	-5	1.6	6	-10	-1
Cc1nnc(NC(=O)CCC(=O)N2CCN(S(=O)(=O)c3cc([N+](=O)[O-])ccc3C)CC2)s1	·	·	2	·	7	·	-3	·	6
C=CCOc1cccc(/C=N/NC(=O)CN(c2cc(Cl)ccc2OC)S(=O)(=O)c2ccc(C)c([N+](=O)[O-])c2)c1	-23	6	13	-42	-7	2.1	5	11	-11
COc1cccc(NC(=O)CCN2C(=O)C3CC=CCC3C2=O)c1 (stereo not given)	-1	2	1	-1	-4	2.3	-1	-11	-7
C[C@H](N=C1NS(=O)(=O)c2ccccc21)C(=O)OCc1cc([N+](=O)[O-])cc2c1OCOC2	0	-1	0	0	2	4.0	-3	2	0
Cc1cc(=O)n(C)c(=O)n1CCCNc1ccccc1	3	3	11	-1	3	0.2	1	0	5
O=C(Cn1nc(Cc2cccnc2)c2ccccc2c1=O)Nc1cc(F)ccc1F	-1	4	3	0	1	-0.4	6	10	5
Remaining list, next part
SMILES	Fam108B inh	Bcl-xL primary	AHR activator	PME-1 primary	pPAFAH FP inh	MEX-5 binding	GLD-1 RNA inh	MCL1-BIM inh	PAFAH1B2 FP inh
CCOC(=O)C(C(=O)Nc1cccc(C)c1)C1CCCCC1 (stereo not given)	5	7	-2	0	2	2.2	6	0	5
CCOc1ccc(N2C(=O)CC(NC3CCN(C(=O)c4cccs4)CC3)C2=O)cc1 (stereo not given)	2	3	-1	5	2	-0.5	7	9	-3
COC1=C(Nc2ccc(C)cc2)C(=O)c2ccccc2C1=O	5	7	18	11	4	-0.6	7	3	10
CCN(CC)S(=O)(=O)c1ccc(N2C(=O)Nc3ccccc3N2O)cc1	1	-5	-2	-3	1	3.9	0	-11	4
Cc1ccc(CN2CC(C(=O)NCCC3=CCCCC3)CC2=O)cc1 (stereo not given)	·	2	1	1	3	·	3	-2	4
Cc1ccc(Nc2nc(=O)[nH]nc2C)cc1	5	0	2	3	-2	-1.1	5	2	2
CCC1(C)CC(CCN(Cc2ccco2)C(C)=O)(c2ccccc2)CCO1 (stereo not given)	-1	4	-1	13	1	0.8	4	-3	6
CCN(CC)S(=O)(=O)c1cc(NC(=O)Cn2ncc(Cl)c(Cl)c2=O)ccc1C	-7	2	1	-6	15	0.4	-5	10	-7
Fc1cccc(CSc2nc3ncc(Cl)cc3[nH]2)c1	-4	-4	46	-22	-4	-0.9	4	-2	·
O=C(OCc1cccc([N+](=O)[O-])c1)c1cccnc1	2	7	3	2	5	-5.8	4	8	1
c1ccc2c(c1)NC1(CCCCC1)n1c-2nc2ccccc21	3	1	43	1	-1	-3.6	3	5	3
Fc1ccc(-c2ccnc3nc(-n4cccc4)nn23)cc1	-13	3	4	-8	3	-1.9	7	10	-4
O=C(NCc1cccnc1)C1CC2c3ccccc3C1c1ccccc12 (stereo not given)	-3	9	0	0	4	0.3	5	7	1
O=C(COC(=O)Cc1ccc(Cl)cc1Cl)Nc1ccccc1OC(F)F	-8	-1	0	-5	13	0.2	-5	1	4
Cc1cccc2sc(NC(=O)C3CCN(C(=O)c4ccco4)CC3)nc12	1	4	7	9	-5	0.0	-3	6	0
COC(=O)c1ccc(/C=C(/NC(=O)c2ccccc2)C(=O)N2CCOCC2)cc1	0	3	-1	-5	3	1.3	7	-3	3
COc1ccc(C(=O)n2cnc3ccccc32)cc1	2	-1	6	-7	1	2.3	6	7	1
CC(=O)c1ccc(N2C(=O)CC(N3CCN(S(=O)(=O)c4ccc(C)c(C)c4)CC3)C2=O)cc1 (stereo not given)	·	·	-1	·	3	·	3	·	8
O=C(C[n+]1cccc(CNC(=O)c2ccc(OC(F)F)cc2)c1)Nc1cccc(C(F)(F)F)c1	1	-2	2	-4	-5	-0.8	5	-6	6
CC(C)(C)N(NC(=O)Nc1ccc(Cl)c(Cl)c1)C(=O)c1ccccc1	-9	4	5	-15	-7	0.0	2	2	-3
CCN(CC)S(=O)(=O)c1ccc(C(=O)NCCc2cc3c(OC)ccc(OC)c3[nH]c2=O)cc1	-1	1	-2	5	4	·	-3	-1	4
COc1ccc(S(=O)(=O)N(C)C)cc1NS(=O)(=O)c1ccc(F)c(F)c1F	1	2	-2	-7	6	-1.0	10	2	-4

An excerpt from further up, for reference:
SMILES	Fam108B inh	Bcl-xL primary	AHR activator	PME-1 primary	pPAFAH FP inh	MEX-5 binding	GLD-1 RNA inh	MCL1-BIM inh	PAFAH1B2 FP inh
CCOC(=O)C(C(=O)Nc1cccc(C)c1)C1CCCCC1 (stereo not given)	5	7	-2	0	2	2.2	6	0	5
CCOc1ccc(N2C(=O)CC(NC3CCN(C(=O)c4cccs4)CC3)C2=O)cc1 (stereo not given)	2	3	-1	5	2	-0.5	7	9	-3

Assay outcomes deposited in PubChem BioAssay by several laboratories.
